Screening data from PubChem.
PLK1 PBD inh = qHTS for Inhibitors of PLK1-PDB (polo-like kinase 1 - polo-box domain): Primary Screen; Serine/threonine-protein kinase PLK1 (Homo sapiens), P53350; Plk1 PBD binding of FITC phosphopeptide, fluorescence polarization; Potency, µM, for inactives: max response, negative = inhibition, hits mostly inhibitors; 2.8% of 360,000 active; further: potency means the concentration at half of the fitted maximal effect; series mostly up to about 57 µM; on the % scale 0 is the no-effect control and ±100 the full control effect; nearly all actives have a fitted effect of over 65% in size
Target sequence (P53350 whole entry, looked up, the tested form may be a part): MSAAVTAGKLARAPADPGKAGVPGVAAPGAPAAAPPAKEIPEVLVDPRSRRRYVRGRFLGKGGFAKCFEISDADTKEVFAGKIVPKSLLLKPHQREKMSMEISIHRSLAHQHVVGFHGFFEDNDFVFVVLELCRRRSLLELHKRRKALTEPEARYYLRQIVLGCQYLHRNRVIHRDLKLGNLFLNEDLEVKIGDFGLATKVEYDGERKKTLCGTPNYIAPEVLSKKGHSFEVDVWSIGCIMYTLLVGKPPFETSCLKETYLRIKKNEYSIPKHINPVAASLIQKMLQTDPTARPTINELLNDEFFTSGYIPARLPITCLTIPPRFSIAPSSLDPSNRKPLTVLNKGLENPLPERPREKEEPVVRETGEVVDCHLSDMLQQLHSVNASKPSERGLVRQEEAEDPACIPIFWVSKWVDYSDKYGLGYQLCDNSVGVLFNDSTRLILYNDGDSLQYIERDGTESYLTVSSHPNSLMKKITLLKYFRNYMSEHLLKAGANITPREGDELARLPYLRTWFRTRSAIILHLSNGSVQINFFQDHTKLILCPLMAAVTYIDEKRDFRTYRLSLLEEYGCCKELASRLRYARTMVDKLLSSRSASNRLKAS
EPAC1 antag = qHTS for Antagonist of cAMP-regulated guanine nucleotide exchange factor 3 (EPAC1): primary screen | EPAC1 GEF assay, Rap1b-BODIPY-GDP exchange fluorescence | Rap guanine nucleotide exchange factor 3 (Homo sapiens), O95398 | Potency, µM (top dose mostly 115 µM), for inactives: at the top dose activity change, negative = inhibition, usual class: inhibitors | AID 720709, 2013 | 0.14% of 360,000 active;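 further: potency means the concentration at half of the fitted maximal effect; plate controls were vehicle for no effect and positive control for full effect; nearly all actives have a fitted effect of over 50% in size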
IL2 activator = qHTS of IL-2 Activators | IL-2 activation reporter assay, cell-based qHTS; stimulated with anti-CD3/CD4/CD28 beads; in transgenic mouse T cells | activation, % (series mostly up to about 46 µM) | 0.065% of 360,000 active; in the data active means activation above about 50%; inconclusive means mostly about 30% to 49%; further: 0% is about no effect
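Using fluorescent plate cytometry, EGFP and DsRed are detected in transgenic mouse T cells stimulated 18 h at 37 degrees C with antibody-coated beads after 60 min compound pretreatment.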
WRN inhibitor = qHTS for Inhibitors of WRN Helicase; Potency, µM (series often up to 114 µM), for inactives: top-dose activity change, negative = inhibition, most hits filed as inhibitors; 0.46% of 360,000 active; WRN helicase unwinding, fluorescent forked duplex, kinetic; further: potency means the concentration at half of the fitted maximal effect; on the % scale 0 is the no-effect control and ±100 the full control effect; nearly all actives have a fitted effect of over 55% in size
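WRN at 20 nM final was preincubated with compound for 15 min at room temperature; reaction started with 100 nM forked duplex oligonucleotide carrying fluorophore and quencher plus 2 mM ATP (final). Unwinding followed kinetically by red fluorescence (ex 525/em 598 nm).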
PI5P4K alpha inh = qHTS for Inhibitors of phosphatidylinositol 5-phosphate 4-kinase (PI5P4K); Phosphatidylinositol 5-phosphate 4-kinase type-2 alpha (Homo sapiens), P48426; PI5P4Kalpha enzyme, ADP-Glo luminescence, 60 min; active compounds read low; max response, %; 1.2% of 330,000 active; active means max response of -50% or lower; inconclusive means between -30% and -50%; inactive means -30% or higher; further: value at the top dose of about 77 µM; on the % scale 0 is the no-effect control and ±100 the full control effect
Target sequence (P48426 whole entry, looked up): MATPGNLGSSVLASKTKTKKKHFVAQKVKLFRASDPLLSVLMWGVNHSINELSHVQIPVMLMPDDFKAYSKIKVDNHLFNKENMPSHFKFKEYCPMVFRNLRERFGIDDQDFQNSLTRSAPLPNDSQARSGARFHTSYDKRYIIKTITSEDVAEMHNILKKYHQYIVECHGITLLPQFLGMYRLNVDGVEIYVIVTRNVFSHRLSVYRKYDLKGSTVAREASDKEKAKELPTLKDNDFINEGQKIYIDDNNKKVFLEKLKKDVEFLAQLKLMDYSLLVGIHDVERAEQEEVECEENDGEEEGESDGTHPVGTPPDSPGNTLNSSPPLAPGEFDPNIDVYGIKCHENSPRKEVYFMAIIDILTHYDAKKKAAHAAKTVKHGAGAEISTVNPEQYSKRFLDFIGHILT
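qHTS, 1536-well: enzyme/substrate mix, compound by pin tool, 5 microM ATP final; RT 60 min; ADP-Glo reagents 1 (45 min) then 2 (30 min); luminescence.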
EPAC1 ag = qHTS for Agonist of cAMP-regulated guanine nucleotide exchange factor 3 (EPAC1): primary screen; Rap guanine nucleotide exchange factor 3 (Homo sapiens), O95398; AID 720707, 2013; 0.073% of 360,000 active; Potency, µM (series often up to 154 µM), for the others: at the highest dose activation, actives largely listed as activators; EPAC1 agonist qHTS, biochemical assay; response scale: 100% = response to 6.5 mM cAMP; further: potency means the concentration at half of the fitted maximal effect; nearly all actives have a fitted effect of over 60% in size
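Nucleotide exchange assay: 100 nM EPAC1 with 250 nM Rap1B loaded with BODIPY-GDP and 50 uM GDP, room temperature. Fluorescence (480/540 nm) read every 5 min for 30 min; signal change normalized to 6.5 mM cAMP as full agonist.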
FUS yeast rescue = qHTS for Suppressors of FUS Proteinopathy: Primary screen using FUS-linked yeast assay; S. cerevisiae FUS-expressing, growth rescue, OD600, 24 h; Potency, µM (titrated, usually from 76.6 µM), inactives show top-dose growth rescue (activation), usual class: activators; 0.24% of 390,000 active;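 further: potency means the concentration at half of the fitted maximal effect; plate controls were DMSO vehicle for no effect and reference control for full effect; nearly all actives have a fitted effect of over 55% in size; some results filed as inactive show a strong effect at the top dose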
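Read-out: OD at 600 nm after 24hr at 30C, reporting rescue of FUS-induced yeast toxicity. Cells at OD 0.005 in galactose (2%) minimal medium; compounds tested in a dilution series; CP55940 titration from 92uM final as control.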
Abeta rescue = qHTS for compounds that reverse cellular toxicity of Amyloid beta (A-beta) peptide in yeast: Primary Screen | yeast expressing A-beta42, growth rescue, OD600, 48 h; response scale: 0% DMSO, 100% iron-clioquinol control | Potency, µM (highest dose often 46.1 µM), for inactives: at the highest dose growth rescue, hits mostly activators | 0.063% of 410,000 active | AID 1347071, 2019; further: potency means the concentration at half of the fitted maximal effect; nearly all actives have a fitted effect of over 55% in size
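Yeast growth medium received pinned compounds, then yeast cells expressing toxic A-beta were added; plates incubated at 30 C for 48 hr. Growth read as absorbance at 600 nm, normalized to DMSO and equimolar FeCl3 plus clioquinol controls.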
* marks the source's active call; other numbers are inactive results; ? = inconclusive; nt = no result given; [ ] = another dose, or the depositor's remark. Unless noted, the call rests on the fitted dose curve; in most records, active means well fitted curve in the direction sought with a large enough effect; inconclusive means small, poorly fitted or top-dose-only effect, or another doubt; inactive means no such curve, though single readings can be large; an effect the other way counts as inactive or inconclusive. An unsorted share of the library; 4.1% or so of the library scored in one or more.

#	smiles	FUS yeast rescue	Abeta rescue	PI5P4K alpha inh	EPAC1 ag
1	Cc1ccc(C(=O)/C=C2\NCC(C)NC2=O)cc1 (stereo not drawn)	19%	-1%	-23	-2%
2	Cc1cccc(-c2nnc(N)s2)c1	-23%	7%	-10	1%
3	CC(=O)Nc1ccc(C(=O)Nc2nc(-c3cccnc3)cs2)cc1	?	8%	-26	5%
4	CCc1nnc(-n2nc(C)cc2-c2ccccc2)n1N	-44%	-7%[9.22 µM]	1	4%
5	COc1ccccc1NC(=O)Nc1ccc2[nH]c(=O)[nH]c2c1	-13%	-14%	-8	0%
6	COc1cc(CN2C[C@@H](CO)O[C@@H](n3cnc4c(NCCCO)ncnc43)C2)cc(OC)c1OC	-16%	-11%	-17	-6%
7	CC(C)c1nnc(NC(=O)c2nc(S(=O)(=O)Cc3ccccc3F)ncc2Cl)s1	11%	-16%	-6	-4%
8	CC(C)Nc1nc(-c2ccccn2)nc(-c2ccccc2)c1C#N	0%	0%	1	3%
9	CCOc1cc2c3c(c1)C1(Nc4ccccc4S1)C(=O)N3C(C)(C)CC2C (stereo not drawn)	31%	-23%	nt	17%
10	O=C(NC1CC1)C1CCN(C2CCN(C(=O)CC3=CCCCC3)CC2)CC1	12%	4%	-11	-1%
11	CC1(C)Cc2ccccc2-c2nnc(-c3ccco3)n21	12%	-22%	-2	-5%
12	O=C(COC(=O)/C=C/c1ccc(OC(F)F)cc1)NC1CCCCC1	-8%	-7%	1	-7%

#	WRN inhibitor	EPAC1 antag	IL2 activator	PLK1 PBD inh
1	-1%	8%	-0.6	-3%
2	-17%[57.1 µM]	-12%	-0.6	-5%
3	-4%	-20%	-0.7	13µM*
4	-14%	-4%	0.1	-1%
5	-16%	-10%	0.3	-6%
6	-1%	-10%	0.2	-8%
7	26%	7%	-3.6	-12%
8	0%	-2%	0.2	-8%
9	-16%	-17%	0.2	-8%
10	-11%	-9%	-0.2	-6%
11	-3%	6%	-0.8	-8%
12	6%	4%	3.6	-2%

The results go on.
#	smiles	FUS yeast rescue	Abeta rescue	PI5P4K alpha inh	EPAC1 ag
13	Cc1cc(=O)n(CNC(=O)c2ccccc2)c(=S)[nH]1	-10%	1%	nt	-4%
14	Cn1c(CC(=O)Nc2ccccc2F)nnc1SCC(=O)Nc1ccccc1Br	3%	-8%	-9	9%
15	CCOC(=O)CCn1cc(F)c(=O)[nH]c1=O	14%	3%	1	5%
16	COc1ccc(NS(=O)(=O)c2ccc3oc(=O)c4[nH]c(=O)c(=O)n(C)c4c3c2)cc1	-3%	-18%	-11	-10%
17	CCOC(=O)c1cnn(-c2ccccc2)c1NC(=O)c1ccc(C)cc1	24%	-21%	0	7%
18	CC(=O)Nc1ccc(NC(=O)C2CCCN(c3nnc(-n4cccc4)s3)C2)cc1 (stereo not drawn)	31%	4%	-2	2%
19	COC(=O)c1cn(NC(=O)Cc2ccccc2Br)c(=O)c2ccccc12	19%	-8%	3	0%
20	COC(=O)c1ccc2cc(F)cc(C)c2n1	-27%	-2%	0	-3%
21	CSc1ccc(S(=O)(=O)Nc2ccc(S(=O)(=O)Nc3ccc(C)cc3)cc2)cc1	51%	24%	nt	24%
22	O=C(COc1ccc(/C=N/NC(=O)c2ccccc2O)cc1)Nc1ccccc1	24%	-8%	-14	-10%
23	COc1ccc(-n2ncc3c2CC(C)(C)CC3NC(=O)CCCN2CCCC2=O)cc1 (stereo not drawn)	?	11%	2	4%
24	Cc1cc(C)n(-c2ccc(F)cc2CN2CCN(Cc3ccccc3)C(CCO)C2)n1 (stereo not drawn)	-9%	7%	-1	-8%

#	WRN inhibitor	EPAC1 antag	IL2 activator	PLK1 PBD inh
13	-17%	-12%	3.0	-2%
14	8%	2%	-4.4	-6%
15	-1%	-16%	-0.2	-4%
16	-8%	-21%	-0.2	3%
17	6%	-1%	0.9	-10%
18	-5%	24%	0.0	-5%
19	7%	2%	2.9	4%
20	-3%	-12%	-0.1	-7%
21	-14%	-1%	-1.8	-9%
22	-36%	-1%	-2.7	-15%
23	2%	26%	-3.2	0%
24	-2%	5%	-1.1	-9%

Further results follow:
#	smiles	FUS yeast rescue	Abeta rescue	PI5P4K alpha inh	EPAC1 ag
25	COc1ccc(NC(=S)N2CCC(C(=O)c3ccc(F)cc3)CC2)c(OC)c1	6%	?	2	9%
26	COc1ccc(S(=O)(=O)NCCSc2ccc(C)cc2)cc1OC	-2%	23%	9	5%
27	COc1ccc2nc3oc(C(=O)N4CC(C)CC(C)C4)cc3cc2c1 (stereo not drawn)	31%	-19%	11	3%
28	O=C(O)c1occc1CSc1ccccc1	2%	23%	-9	9%
29	O=C(c1ccc(Cl)c(S(=O)(=O)N2CCOCC2)c1)N1CCN(c2ccccc2F)CC1	15%	-1%	-5	7%
30	COc1ccccc1C1CC(=O)Oc2cc(C)c(Cl)cc21 (stereo not drawn)	-17%	-6%	4	-13%
31	C[C@H](CO)N1C[C@H](C)[C@@H](CN(C)C(=O)NC2CCCCC2)Oc2c(NC(=O)Cc3ccccc3)cccc2C1=O	-1%	-10%	3	-13%
32	O=C(CC(=O)c1ccccc1)CC(O)(C=Cc1ccccc1)c1ccccc1 (stereo not drawn)	-4%	-35%[inhibitor]	11	-2%
33	COc1cc(-c2noc(C)c2C(=O)NCC[C@@H]2CCCN2C)cc(OC)c1OC	-14%	-4%	0	-21%
34	COCCn1c(=O)[nH]c2cc(C(=O)NCc3ccccc3)ccc2c1=O	19%	-1%	nt	7%
35	C[C@@H]1CN([C@@H](C)CO)C(=O)CCCn2nncc2CO[C@@H]1CN(C)S(=O)(=O)c1cn(C)cn1	-5%	-6%	2	6%
36	COC(=O)[C@H]1CCCN1C(=O)Nc1cccc(Oc2c(F)c(F)c(F)c(F)c2F)c1	28%	21%	1	0%

#	WRN inhibitor	EPAC1 antag	IL2 activator	PLK1 PBD inh
25	-5%	-6%	1.4	4%
26	-8%	-15%	0.8	-12%
27	-6%	-11%	-3.8	-3%
28	-3%	1%	-1.5	-25%
29	3%	-12%	2.1	-1%
30	-14%	8%	-0.2	-8%
31	0%	7%	-2.1	2%
32	-11%	?	0.7	4%
33	0%	14%	0.4	-7%
34	7%	15%	-1.1	-6%
35	1%	-19%	-1.7	-21%
36	2%	-2%	-1.8	-3%

Looked up above.
PI5P4K alpha inh with cpd 28 is entered as -9
PLK1 PBD inh with cpd 31 is entered as 2%
IL2 activator with cpd 33 is entered as 0.4

(more compounds)
#	smiles	FUS yeast rescue	Abeta rescue	PI5P4K alpha inh	EPAC1 ag
37	O=C(c1ccc(Cl)cc1)N1CCc2c([nH]c3ccccc23)C1C(F)(F)F (stereo not drawn)	10%	30%	1	12%
38	CCC(C)[C@H](NC(=O)NCc1cccnc1)C(=O)OC (stereo partly drawn)	-8%	-5%	0	-3%
39	CC(=O)c1cccc(NC(=O)C2Cc3c(-c4ccc5c(c4)OCO5)ccnc3O2)c1 (stereo not drawn)	31%	-16%	-11	-1%
40	Cc1nn(C)c(NC(=O)c2ccc(Cl)cc2)c1Cl	-12%	10%	0	1%
41	COc1cccc(OCC(=O)O)c1	-21%	15%	-4	1%
42	Cc1ccc(S(=O)(=O)Oc2ccc(C3C4=C(CCCC4=O)N(CCC(=O)O)C4=C3C(=O)CCC4)cc2Cl)cc1	?	-2%	-6	1%
43	Cc1ccc(C(=O)CSc2nnnn2Cc2ccccc2)cc1C	15%	-3%	5	4%
44	Cc1cccc(C)c1NC(=O)CN(C)C(=O)c1ccc(OCc2ccccc2)cc1	-19%	6%	-24	7%
45	Cc1cc2cc(CN(Cc3cccs3)C(=S)NCC3CCCO3)c(=O)[nH]c2cc1C (stereo not drawn)	nt	13%	0	4%
46	Cc1c(C(=O)Nc2ccc(S(=O)(=O)N(C)C3CCN(C)CC3)cc2)oc2ccccc12	nt	-19%	0	16%
47	CCCCNC(=O)c1onc(CSc2ccc(C(C)C)cc2)c1C(=O)O	-4%	-33%[inhibitor]	-8	6%

#	WRN inhibitor	EPAC1 antag	IL2 activator	PLK1 PBD inh
37	-7%	-23%	0.7	-1%
38	3%	-1%	0.2	0%
39	5%	-9%	-1.0	1%
40	5%	14%	-0.6	0%
41	-10%	-5%	-0.8	-4%
42	?	31%[activator]	3.4	-6%
43	-9%	-20%	-0.1	4%
44	1%	-4%	-1.4	-25%
45	-7%	-17%	-0.7	-2%
46	20%	-15%	-3.7	-8%
47	-17%	-20%	0.6	-29%

Three of the entries above in order of the IL2 activator value, highest first.
nr | canonical_smiles | IL2 activator
47 | CCCCNC(=O)c1onc(CSc2ccc(C(C)C)cc2)c1C(=O)O | 0.6
38 | CCC(C)[C@H](NC(=O)NCc1cccnc1)C(=O)OC (stereo partly drawn) | 0.2
44 | Cc1cccc(C)c1NC(=O)CN(C)C(=O)c1ccc(OCc2ccccc2)cc1 | -1.4

Looked up by compound from above:
#	smiles	FUS yeast rescue	Abeta rescue	PI5P4K alpha inh	EPAC1 ag
46	Cc1c(C(=O)Nc2ccc(S(=O)(=O)N(C)C3CCN(C)CC3)cc2)oc2ccccc12	nt	-19%	0	16%
41	COc1cccc(OCC(=O)O)c1	-21%	15%	-4	1%
47	CCCCNC(=O)c1onc(CSc2ccc(C(C)C)cc2)c1C(=O)O	-4%	-33%[inhibitor]	-8	6%

#	WRN inhibitor	EPAC1 antag	IL2 activator	PLK1 PBD inh
46	20%	-15%	-3.7	-8%
41	-10%	-5%	-0.8	-4%
47	-17%	-20%	0.6	-29%
